Compound activity (PubChem)
TEAD-YAP inh: TEAD-YAP interaction inhibition, primary screen, TEAD-YAP interaction inhibitor project, luminescence, HEK-TIYL cells; 1.4% of 640,000 active; inhibition, % at 9.12 µM; TEAD-Gal4/YAP UAS-luciferase luminescence; in the data active = inhibition above about 32%;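 also: 0% = median of test compound wells and 100% = reference inhibitor wells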
MITF primary: MITF inhibitors, primary screen, biochemical, AlphaScreen, human. Microphthalmia-associated transcription factor (Homo sapiens), O75030. AlphaScreen MITF homodimerization, bead proximity signal. inhibition, % at 2.6 µM. 0.91% of 650,000 active. AID 1259374, 2018; in the data active = inhibition above about 50%;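 also: 0% = vehicle wells with protein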
Target sequence (O75030 whole entry, looked up): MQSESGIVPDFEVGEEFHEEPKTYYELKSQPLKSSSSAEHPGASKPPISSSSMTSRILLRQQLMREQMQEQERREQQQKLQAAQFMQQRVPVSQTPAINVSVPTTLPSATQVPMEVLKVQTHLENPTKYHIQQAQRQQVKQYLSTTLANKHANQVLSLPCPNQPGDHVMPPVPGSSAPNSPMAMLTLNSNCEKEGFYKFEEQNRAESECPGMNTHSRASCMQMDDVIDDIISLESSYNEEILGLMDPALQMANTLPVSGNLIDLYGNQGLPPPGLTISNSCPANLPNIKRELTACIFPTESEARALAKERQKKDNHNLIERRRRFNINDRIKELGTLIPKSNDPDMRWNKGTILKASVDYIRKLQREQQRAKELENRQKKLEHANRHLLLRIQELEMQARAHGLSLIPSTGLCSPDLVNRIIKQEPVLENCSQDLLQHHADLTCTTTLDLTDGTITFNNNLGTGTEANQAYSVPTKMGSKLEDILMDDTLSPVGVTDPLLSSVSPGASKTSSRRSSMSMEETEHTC
FBW7 activator: FBW7 E3 ligase activators, primary screen, biochemical, AlphaScreen, human; F-box/WD repeat-containing protein 7 (Homo sapiens), Q969H0; AlphaScreen FBW7–phospho-cyclin E peptide binding, activator screen; normalized activity (activation), % at 26.1 µM; 0.13% of 650,000 active; AID 1259310, 2017; in the data active = normalized activity above about 1.9%;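 also: purified mutant Fbw7 with reduced substrate affinity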
GPR151 activ: activators of human GPR151, primary screen, cell-based, PathHunter beta-arrestin, luminescence. G-protein coupled receptor 151 (Homo sapiens), Q8TDV0. PathHunter beta-arrestin GPR151 cells. activation, % at 11.2 µM. 1% of 650,000 active. AID 1508602, 2020; in the data active = activation above about 4.9%;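 also: 0% = median of compound wells and 100% = cells with positive control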
Target sequence (Q8TDV0 whole entry, looked up): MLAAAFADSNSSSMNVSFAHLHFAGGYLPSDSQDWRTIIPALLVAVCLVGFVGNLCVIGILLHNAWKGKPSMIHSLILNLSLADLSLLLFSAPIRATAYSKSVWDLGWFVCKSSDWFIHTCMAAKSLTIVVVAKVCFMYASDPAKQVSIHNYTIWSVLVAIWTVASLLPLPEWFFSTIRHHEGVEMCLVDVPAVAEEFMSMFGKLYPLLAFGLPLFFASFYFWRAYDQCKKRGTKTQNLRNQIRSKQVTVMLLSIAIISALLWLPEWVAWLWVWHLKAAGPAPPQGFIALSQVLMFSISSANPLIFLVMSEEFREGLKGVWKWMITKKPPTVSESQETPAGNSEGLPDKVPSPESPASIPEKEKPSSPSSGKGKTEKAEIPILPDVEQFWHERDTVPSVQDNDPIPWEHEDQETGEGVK
* hit, by the source's call; & = joins results of further samples.

SMILES	TEAD-YAP inh	MITF primary	FBW7 activator	GPR151 activ
COc1cc(C(=O)NC(=S)NCc2ccco2)cc(OC)c1OC	4	12	0.4	-0.9
COCCCn1c(=O)[nH]c2nc(-c3ccco3)cnc21	6	9	-1.3	0.0
CCOC(=O)c1nc(Nc2cccc(F)c2)c2ccccc2n1	23	0	0.0	-0.4
O=C(c1ccco1)N1CCC2(CC1)OCCO2	16	8	-0.1	0.0
CCOc1ccc(NC(=O)N2CCCN(Cc3ccccc3Cl)C2)cc1	-5	1	-0.1	-1.1
O=C(O)c1cccc(Cn2cc(Br)cn2)c1	-4	-3	0.1	-0.6
CC1=NNC(=O)C1CC(=O)N/N=C(\C)c1ccco1 (stereo unspecified)	1	0	-0.1	0.0
Cc1nc2c(Br)c3nc(C(F)(F)F)[nH]c3c(Br)c2[nH]1	-2	3	0.4	-0.1
CCOc1ccc(N2CN=c3s/c(=C\c4cccnc4)c(=O)n3C2)cc1	25	17	0.3	-0.2
COc1ccc(Cn2c(C(=O)O)c(CNCCc3ccccc3C)c3ccccc32)cc1	18	7	0.0	1.3
O=C(CSc1nc2ccc(NC(=O)CSc3nnnn3-c3ccccc3)cc2s1)Nc1ccccc1	3	-1	-0.1	-0.4
Cn1c(-c2ccc([N+](=O)[O-])cc2)csc1=Nc1ccccc1	-27&-43	42&46	-0.4&0.3	-0.3&-0.5
COc1ccc(Cn2c(C)cn3c4c(=O)n(CCc5ccccc5)c(=O)n(C)c4nc23)cc1	3	-12	-0.1	-1.3
COC(=O)C1=C(C)N=c2s/c(=C\c3ccc(OC)cc3OC)c(=O)n2C1c1ccc(OC)cc1 (stereo unspecified)	1	17	0.3	-1.9
Nc1cccc(S(=O)(=O)Nc2ccccc2C(=O)O)c1	8	11	-0.1	1.0
O=C1CC(O)(C(F)(F)F)OCC12CCCCC2 (stereo unspecified)	3	28	0.4	0.0
Cc1ccc(NC(=O)CSc2nc(=O)n(Cc3cccs3)c3c2CCC3)cc1F	4	-6	-0.2	0.2
O=C(Cn1cc2c(n1)CCCCCC2)NCc1ccc(F)cc1	-2	-5	-0.1	-0.5
COc1ccc(-n2cc(-c3ccccc3)nc2SCC(=O)N2CCCc3ccccc32)cc1	9	2	-0.1	1.1
CCCn1c(=O)c2c(nc3n(-c4cc(C)cc(C)c4)c(C)c(C)n23)n(C)c1=O	-9	4	0.2	-0.1
OC(COCc1ccccc1F)CN1CCN(Cc2ccccc2)CC1 (stereo unspecified)	4	1	-0.1	0.3
CN(c1ncnc2nc[nH]c12)C1CCCCC1	-4	14	0.3	4.4
COc1cc2cc3c(N)c(C(=O)Nc4ccccc4)sc3nc2cc1OC	-11	9	0.3	-0.2
CNc1ccc(S(=O)(=O)NCC(=O)OCc2c(C)noc2C)cc1[N+](=O)[O-]	-7	2	0.0	2.7
O=C(NCCCN1CCN(c2cccc(Cl)c2)CC1)c1ccc2c(c1)NC(=O)c1ccccc1N2	3	5	0.0	0.4
O=C(c1cc(=O)c2ccccc2o1)N1CCN(c2nc3ccccc3s2)CC1	-1	10	0.1	-1.3
CN(C)c1nc(SCC(=O)Nc2ccccc2)nc(N2CCOCC2)n1	-6	0	-0.1	1.0
Cc1cc(C)cc(NC(=O)CCCC(=O)Nc2cc(C)cc(C)c2)c1	6	0	-0.1	0.2
COc1ccc(N=Cc2c(O)c3ccccc3oc2=O)cc1	-17	14	0.1	-1.0
Cc1cc(C)nc(NS(=O)(=O)c2ccc(NC(=O)c3ccccc3C(=O)O)cc2)n1	9	5	0.2	-1.3

Reformatted: entries from further up
Every second line gives: TEAD-YAP inh | MITF primary | FBW7 activator | GPR151 activ
COc1ccc(-n2cc(-c3ccccc3)nc2SCC(=O)N2CCCc3ccccc32)cc1
→ 9 | 2 | -0.1 | 1.1
CCCn1c(=O)c2c(nc3n(-c4cc(C)cc(C)c4)c(C)c(C)n23)n(C)c1=O
→ -9 | 4 | 0.2 | -0.1
OC(COCc1ccccc1F)CN1CCN(Cc2ccccc2)CC1 (stereo unspecified)
→ 4 | 1 | -0.1 | 0.3
CN(c1ncnc2nc[nH]c12)C1CCCCC1
→ -4 | 14 | 0.3 | 4.4
COc1cc2cc3c(N)c(C(=O)Nc4ccccc4)sc3nc2cc1OC
→ -11 | 9 | 0.3 | -0.2
CNc1ccc(S(=O)(=O)NCC(=O)OCc2c(C)noc2C)cc1[N+](=O)[O-]
→ -7 | 2 | 0.0 | 2.7
O=C(NCCCN1CCN(c2cccc(Cl)c2)CC1)c1ccc2c(c1)NC(=O)c1ccccc1N2
→ 3 | 5 | 0.0 | 0.4
O=C(c1cc(=O)c2ccccc2o1)N1CCN(c2nc3ccccc3s2)CC1
→ -1 | 10 | 0.1 | -1.3
CN(C)c1nc(SCC(=O)Nc2ccccc2)nc(N2CCOCC2)n1
→ -6 | 0 | -0.1 | 1.0
Cc1cc(C)cc(NC(=O)CCCC(=O)Nc2cc(C)cc(C)c2)c1
→ 6 | 0 | -0.1 | 0.2
COc1ccc(N=Cc2c(O)c3ccccc3oc2=O)cc1
→ -17 | 14 | 0.1 | -1.0
Cc1cc(C)nc(NS(=O)(=O)c2ccc(NC(=O)c3ccccc3C(=O)O)cc2)n1
→ 9 | 5 | 0.2 | -1.3

(cont.)
SMILES	TEAD-YAP inh	MITF primary	FBW7 activator	GPR151 activ
COc1ccc(C)cc1NC(=O)Nn1cnnc1	3	22	0.9	-0.2
Cn1nccc1Nc1cccc(C(=O)NCCN2CCOCC2)n1	5	0	0.0	-1.5
Cn1c(NC(=O)/C=C/c2ccco2)cc(=O)n(C)c1=O	-22	23	-0.8	-1.3
CCOc1ccc(/C=N/NC(=O)Cc2cccc3ccccc23)c(O)c1	-4	-6	0.0	-0.6
CC1=CC(=O)C=C(C)C1=NOc1ccc([N+](=O)[O-])cc1	-12	-4	-0.1	-2.0
CC[C@H](C)[C@H]1C(=O)Nc2cc(S(C)(=O)=O)ccc2N1C(=O)Cc1ccccc1	7	1	0.2	-1.8
O=C(CSc1nc2ccsc2c(=O)n1Cc1ccccc1F)Nc1ccccc1C(F)(F)F	7	-8	0.0	-0.5
O=C(c1cccc(F)c1)N1CCN(c2ccc([N+](=O)[O-])c(NCc3ccco3)c2)CC1	3	0	-0.1	1.8
O=C1N[C@@H](Cc2ccccc2)C(=O)N2CCN(Cc3ccc(F)c(F)c3)C[C@H]12	6	7	0.2	0.5
CCCc1ccc(-c2ccc(-c3noc(-c4ccncc4)n3)cc2)cc1	5	12	0.0	0.0
COc1ccc(OCCNC2CCCC2)cc1	3	19	0.0	1.1
CCCn1c(=O)c2c(C(=O)OCC)cc(-c3ccco3)nc2n(CCC)c1=O	-1	-1	-0.1	2.4
CC(=O)c1ccc(S(=O)(=O)N(Cc2cccs2)Cc2cccn2C)cc1	-6	-2	-0.3	0.1
Cc1cccn2c(=O)c3cc(C(=O)NCc4ccccc4)c(=N)n(C(C)C)c3nc12	21	15	0.3	-2.0
COc1ccc(S(=O)(=O)c2cc(O)ccc2O)cc1	3	17	0.1	-0.2
CCC(Oc1ccc2c3c(c(=O)oc2c1)CCC3)C(=O)OC (stereo unspecified)	-2	5	0.2	-0.6
Cc1ccc(NC(=O)c2nn3c(C(F)(F)F)cc(-c4ccc(Br)cc4)nc3c2Cl)cc1C	-3	-1	0.0	0.1
CCCc1ccc(S(=O)(=O)NCc2ccsc2)cc1	20	3	0.2	-1.2
COc1ccc(Cl)cc1NC(=O)CN(c1ccccc1OC)S(C)(=O)=O	-7	7	0.4	-1.0
Cc1ccc(-n2c(SCc3ccccc3C)nc3c(sc(=S)n3-c3cc(C)ccc3F)c2=O)cc1	1	8	-0.1	0.0
FC(F)(F)COCC(F)(F)F	-8	1	-0.1	0.1
O=C(COc1cccc2ccccc12)Nc1cccc(C(=O)O)c1	-40	1	0.0	-0.4
COc1cccc(OC)c1C(=O)Nc1ccc2c(c1)C(=O)NC2=O	0	5	0.1	-0.8
CCSC1=NCCN1S(=O)(=O)c1ccc(Br)cc1	8	3	0.0	-0.7
Cc1c(Cl)cccc1NC(=O)C1c2ccccc2Oc2ccccc21	0	-6	0.1	-1.7
CCN1CCc2c(sc(NC(=O)c3ccc(S(=O)(=O)N(C)C)cc3)c2C(N)=O)C1	2	24	0.1	-1.9
O=C(NCc1ccco1)C(=O)N1CCCC1	3	7	0.0	-2.4
O=S(=O)(Nc1ccc(-c2nnc3n2CCCCC3)cc1)c1cccs1	11	16	-0.1	0.3
O=C(Nc1ccnn1C1CCN(Cc2cccc(-c3ccco3)c2)CC1)C1CC1	-1	-3	0.3	0.4
COc1ccc2oc(=Nc3ccc(Br)cc3)c(C(N)=O)cc2c1	3&0	-4&1	-0.1&0.0	-1.2&1.9
CCn1c(SCC(=O)Nc2cccc(C)c2)nnc1-c1cccs1	12	-4	-0.2	-0.5
O=C(C[n+]1cc[nH]c1)c1ccc([N+](=O)[O-])cc1	5	-8	-0.3	1.6
O=C(NNC(=S)Nc1ccccc1)c1ccc(O)cc1	-55	9	0.0	-1.8
COc1ccc(C(CC(=O)O)NC(=O)c2ccccc2Cl)cc1OC (stereo unspecified)	-3	4	0.0	1.0
COc1ccc(C2C3=C(CC(C)(C)CC3=O)Nc3nc(SC)nn32)cc1 (stereo unspecified)	-8	-8	0.0	0.0
Cc1ccc(C(C)C)c(OCC(O)CNC(C)(C)C)c1 (stereo unspecified)	0	2	0.0	0.7
CCc1ccc(N2C(=O)NC(=O)/C(=C/c3cc(Cl)c(O)c(OC)c3)C2=O)cc1	6	6	-0.2	1.7
NC(=O)C1CCN(C(=O)Cc2ccc(Cl)cc2Cl)CC1	-8	-1	-0.1	0.7
CC1=C(C(=O)Nc2ccc(C)c(C)c2)C(c2ccc(O)c([N+](=O)[O-])c2)NC(=S)N1 (stereo unspecified)	8	-2	-0.2	0.7
O=S(=O)(c1ccc(Cl)cc1)c1ccc(Cl)c(Cl)c1	9	-8	0.1	0.6
COc1ccc(C(=O)NC(=O)NC2CCCC2)cc1	-66	12	0.1	0.2
O=C1c2ccccc2C(=O)N1CCCOCc1c[nH]c(=O)[nH]c1=O	0	-2	0.2	1.0
CC(C)(C)OC(=O)N1CC(O)CC1C(=O)NC1CCCCCC1 (stereo unspecified)	-2	1	0.1	-0.7
CN1C(=O)NC(NC(=O)c2cccs2)(C(F)(F)F)C1=O (stereo unspecified)	-12	-2	-0.1	0.4
Clc1ccc(CNc2nc(Cc3ccccc3)nc3sc4c(c23)CCCC4)cc1	-4	-6	0.1	-1.9
COC(=O)c1cc(S(=O)(=O)NCCCc2ccccc2)cn1C	-5	0	-0.1	0.2
COC(=O)Cn1c(=N)n(Cc2ccc(C)cc2)c2ccccc21	6	4	-0.1	0.3
COc1ccc(C2SCCN2C(=O)c2cc3ccccc3oc2=O)cc1[N+](=O)[O-] (stereo unspecified)	9	14	-0.2	-1.6
Cc1ccc(-c2noc(CCC(=O)O)n2)cc1	4	2	0.0	0.6
O=C(NCCc1ccc(O)cc1)c1ccnc(NCCN2CCOCC2)c1	5	6	0.0	-1.7
O=c1c2ccccc2nc(-c2ccc([N+](=O)[O-])cc2)n1-c1ccc2ccccc2c1	-2	4	-0.2	1.0
COc1ccc2ccccc2c1C1NC(=S)NC(C)=C1C(=O)Nc1cccc(C)c1C (stereo unspecified)	5	7	0.5	-0.1
CC(=O)N1CCN(Cc2ccc3c(c2)CN(C(=O)CCc2cc(C)cc(C)c2)CCO3)CC1	-3	2	-0.1	0.0
c1cnc2nc(SCc3cn4ccccc4n3)[nH]c2c1	0	68*	-0.2	6.8*
CCN(CC)S(=O)(=O)c1ccc(N/N=C/c2cc(OC)c(OC)cc2OC)nc1	2	0	-0.1	1.1
Cc1cc(C)nc(SCC(=O)Nc2nnc(C)s2)n1	5	11	-0.1	1.7
CC(C)(CN1CCNCC1)NS(=O)(=O)c1ccc(Cl)cc1	10	21	0.1	-1.2
O=C1CCC(C(=O)N2CCN(c3ccc(O)cc3)CC2)=NN1	-6	-7	-0.1	-2.1
Fc1ccccc1-c1nc(N2CCN(c3ccccn3)CC2)c2ccccc2n1	2	10	0.4	0.3
Cn1c(=O)[nH]c(=O)c2c1nc(SCc1ccc(F)cc1)n2Cc1ccccc1	1	7	0.1	0.1

Remaining list, next part
SMILES	TEAD-YAP inh	MITF primary	FBW7 activator	GPR151 activ
CCOc1cc(C2C(C(=O)OCc3ccc(OC)cc3)=C(C)NC3=C2C(=O)CC(C)(C)C3)cc(Cl)c1O (stereo unspecified)	9	-1	0.0	0.3
COC(=O)c1ccc2c(=O)[nH]c3cc4ccccc4c(=O)n3c2c1	8	20	0.5	-1.8
Cc1ccc(C(=O)N/C(=C\c2ccc3c(c2)OCO3)C(=O)Nc2ccc(F)cc2)cc1C	-4	3	-0.1	3.4
CC(C)(C)c1ccc(S(=O)(=O)Nc2noc3ccccc23)cc1	1	-5	-0.2	-1.9
Cc1c(C)n2c3c(=O)n(C)c(=O)n(C)c3nc2n1-c1ccc(Oc2ccccc2)cc1	-2	1	0.0	-0.1
COCCn1c(C)cc(C(=O)COC(=O)CCc2nc3ccccc3s2)c1C	2	-11	-0.2	-1.9
CSc1nc(C)cc(Nc2ccc(C(N)=O)cc2)n1	-30	1	0.0	2.0
O=C1NC(=O)C(CCc2ccccc2)(C2CCN(Cc3ccc4cccnc4c3)CC2)N1 (stereo unspecified)	-6	-1	0.1	-0.4
O=C(Nc1c(F)cc(F)cc1Br)c1cc(S(=O)(=O)NCCc2ccccc2)ccc1F	1	11	0.2	-0.6
CC(=O)CSc1nc2c(c(=O)n(C)c(=O)n2C)n1Cc1ccc(Cl)cc1	-5	1	-0.1	0.2
CCCOC(=O)c1cccc(NC(=O)COc2ccc(C(C)C)c(C)c2)c1	-9	11	1.4	0.0
